GlmU inhibition: inhibition of mycobacterial GlmU enzyme – biochemical, glucosamine-1-phosphate acetyltransferase (AID 1376) | 0.25% of 220,000 active | M. tuberculosis GlmU acetyltransferase enzyme assay; higher % means a stronger effect | one-dose inhibition, %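 (tested at 30 µM in the primary screen)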; IC50 in µM for titrated hits; in the data active means inhibition above about 13%;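 further: 0% = complete reaction with vehicle and 100% = reaction without substrate; strong numbers were not always called active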
RmlCD inh 1536: blocks M. tuberculosis RmlC and RmlD coupled enzymes | P9WH09+P9WH11 | RmlC+RmlD coupled enzyme assay, percent inhibition; primary screen in compound mixtures | inhibition, % at 3.6 µM | 0.03% of 160,000 active | AID 1533; in the data active means inhibition mostly above about 34%, no sharp cut-off; further: some results filed as inactive read as strong as hits
Target sequence (P9WH09 whole entry, looked up): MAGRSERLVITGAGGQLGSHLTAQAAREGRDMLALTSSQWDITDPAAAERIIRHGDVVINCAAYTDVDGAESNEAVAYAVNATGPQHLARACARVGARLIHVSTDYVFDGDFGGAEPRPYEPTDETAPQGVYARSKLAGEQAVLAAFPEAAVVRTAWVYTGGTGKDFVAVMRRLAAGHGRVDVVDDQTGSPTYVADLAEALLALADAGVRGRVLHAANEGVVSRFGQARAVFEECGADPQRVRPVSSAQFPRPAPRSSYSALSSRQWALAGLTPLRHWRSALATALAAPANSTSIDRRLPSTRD
Target sequence (P9WH11 whole entry, looked up): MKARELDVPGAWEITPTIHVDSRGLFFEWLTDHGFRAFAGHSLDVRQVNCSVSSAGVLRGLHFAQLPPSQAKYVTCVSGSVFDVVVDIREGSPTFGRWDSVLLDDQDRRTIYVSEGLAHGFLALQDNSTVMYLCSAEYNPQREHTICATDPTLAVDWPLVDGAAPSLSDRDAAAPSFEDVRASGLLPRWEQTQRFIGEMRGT
An asterisk follows results filed as active; . = not tested or not shown.

Compound | GlmU inhibition | RmlCD inh 1536
O=C1CC(c2ccc(F)cc2)Sc2nc(-c3ccccc3)c(-c3ccccc3)n21 (configuration not stated) | 0.8% | .
CC(C)NC(=O)C12CC3CC(C1)CC(n1cnc(Cl)n1)(C3)C2 | 2.3% | -1
O=C(Nc1cccc(C(=O)N2CCOCC2)c1)c1cncc(Br)c1 | -2.8% | -5
CCSC(=O)NC1CCCCC1 | 0.7% | 0
O=C(COC(=O)Cc1cccc(C(F)(F)F)c1)NCC1CCCO1 (configuration not stated) | -1.1% | 1
O=S(=O)(c1ccc(OCC(O)CN2CCCC2)cc1)N1CCOCC1 (configuration not stated) | 3.6% | .
O=C(OCc1ccco1)c1ccc(S(=O)(=O)N2CCCCC2)cc1 | -1.2% | 20
Cc1nc(C(N)=O)nc2ccccc12 | 0.9% | 15
O=C(OC(C(=O)NCc1ccc2c(c1)OCO2)c1ccc(Cl)cc1)c1ccco1 (configuration not stated) | 1.3% | .
CC(C)(C)c1ccc(-c2n[nH]c(=S)n2CC2CCCO2)cc1 (configuration not stated) | 4.2% | 3
CCOCCOC(NC(=O)c1ccccc1)(C(F)(F)F)C(F)(F)F | -3.7% | .
C=CCOc1ccccc1CNn1nnnc1N | -3.1% | -12
Cc1ccc(C)n1-n1c(C)nc2sc(-c3ccccc3)cc2c1=O | -0.9% | -16
CN(C)c1ccc(-c2n[nH]c(=S)n2-c2ccccc2)cc1 | 6.0% | -5
CCN=C1SC(CC(N)=O)C(=O)N1CC (configuration not stated) | 6.3% | -15
CN(C)c1ccc(N=Nc2ccccc2C(=O)OCC(=O)NC2CCCC2)cc1 | -3.6% | 7
O=C(CCC(=O)OCc1cccc(C(=O)Oc2ccccc2)c1)Nc1cccc2ccccc12 | 1.2% | -1
CC1=C(C(=O)Nc2ccccn2)C(c2ccc(N(C)C)cc2)n2ncnc2N1 (configuration not stated) | -6.2% | .
Cc1ccc(C(=O)c2c(NC(=O)c3ccccc3C)sc(C)c2C)cc1 | 5.3% | -2
CCOC(=O)/C(C#N)=C(\O)c1ccc(NC(=O)c2ccc([N+](=O)[O-])cc2)cc1 | 2.6% | 4
Cc1ccc(Nc2nnc(SCc3cc(=O)n4cc(C)ccc4n3)s2)cc1 | -0.5% | -4
CCn1cc[n+](C)c1P(c1ccccc1)c1ccccc1 | -5.9% | 2
COC(=O)c1ccc(-c2nc3cc(N)ccc3o2)cc1 | 0.6% | 3
OC1CCCN(Cc2ccccc2)C1 (configuration not stated) | -0.7% | 9
O=C1CNC(=O)N1CC(=O)N1CCCc2ccccc21 | 0.5% | .
CC(=O)c1cccc(CN2CCN(CCc3ccccc3)C(CCO)C2)c1 (configuration not stated) | -2.6% | -4
O=C(CNC(=O)c1ccc(S(=O)(=O)N2CCCC2)cc1)N/N=C/c1ccc(Cl)cc1Cl | 3.8% | 8
CN(C)CCSc1nc(-c2ccccc2)nc2c1COC(C)(C)C2 | 2.3% | -6
c1ccc(-c2csc3ncnc(NCCCN4CCOCC4)c23)cc1 | 0.3% | .
Cc1ccnc(NS(=O)(=O)c2ccc(NC(=O)C3C4C=CC(C4)C3C(=O)O)cc2)n1 (configuration not stated) | 0.1% | .
CCC(C)C1=CC(=Nc2c(C)n(C)n(-c3ccccc3)c2=O)C=C(C(C)CC)C1=O (configuration not stated) | -5.0% | 0
CCCCN(C)S(=O)(=O)c1cc(Br)cc2c1N(C(=O)C1CC1)CC2 | -3.8% | 15
Cc1cccc(N2C(=O)CC(SC(=Nc3ccccc3)Nc3ccccc3)C2=O)c1 (configuration not stated) | 2.2% | -5
CS(=O)(=O)Nc1cccc(-c2cn3ccccc3n2)c1 | 7.0% | -6
CC(=O)NCc1ccc(C(=O)O)cc1 | 2.7% | .
O=C(/C=C/c1ccco1)N1CCC(Cc2ccccc2)CC1 | -2.2% | .
CC(=O)Nc1c(Cl)cc([N+](=O)[O-])c2ccccc12 | 3.3% | 1
CN(C)c1ccnc(Nc2ccc(O)cc2)c1C#N | -2.5% | -10
Cc1cc(C(=O)NNC(=S)NCC(C)C)no1 | 3.7% | 29
CN1CC(C(=O)c2ccc(Cl)cc2)C(c2ccc(N(C)C)cc2)C1 (configuration not stated) | 1.5% | 4
COc1ccccc1-c1nnc(SCC(=O)O)n1-c1ccccc1 | 3.8% | -10
Cc1ccc(C(=O)N[C@H](C(=O)OCc2cc(=O)oc3cc(C)ccc23)C(C)C)cc1 | -1.9% | -8
Cc1cc(C)c(S(=O)(=O)c2ccccc2)c(OC(=O)c2c(F)cccc2Cl)n1 | 1.5% | 8
CCOCC(=O)Nc1cc(C)on1 | 1.9% | 4
COc1ccc(NC(=O)O/N=C/c2ccncc2)cc1 | 1.5% | 7
COCc1[nH][nH]c(=O)c1C=NCC(=O)OC | -5.6% | 2
O=C(CN1CCN(Cc2ccccc2)CC1)NC(=O)NC1CCCCC1 | -1.4% | 8
CCOC(=O)c1sc(=S)n(C)c1C | 0.4% | .
CCCNS(=O)(=O)c1cccc2cccnc12 | -3.2% | 8
CCC(C)N1CC(O)=C(c2nc3ccccc3[nH]2)C1=N (configuration not stated) | 8.8% | 6
COc1ccc(/C=N/NC(=O)c2cc(-c3cccnc3)nc3ccccc23)c(OC)c1 | -3.2% | -6
Cc1cccc(N2CCCn3c2nc2c3c(=O)n(CCN3CCOCC3)c(=O)n2C)c1 | -1.5% | -3
COc1cc(NCCC(=O)c2cccs2)c(OC)cc1Cl | -4.4% | 2
COc1cccc(NC(=O)CSc2nnc(CN3CCOCC3)n2C)c1 | 0.3% | .
CN(C)CC1(c2ccccc2)CCCC1 | 0.8% | 11
Cc1nc(NCc2ccccc2)sc1C(=O)Nc1ccccc1 | 1.1% | 7
CCCNc1nc(NCC)nc(OC)n1 | 2.5% | 7
COc1cc(C(=O)NCCc2c[nH]c3ccccc23)ccc1OCc1c(C)noc1C | -1.6% | -3
CCOC(=O)N1CCN(c2nc3ccccc3nc2C(C#N)C(=O)NCCc2ccccc2)CC1 (configuration not stated) | -0.8% | -15
CC1CCN(S(=O)(=O)c2ccc(N/N=C(/C#N)C(N)=O)cc2)CC1 | -1.7% | .

Quoted at random: four records from the list.
Compound | GlmU inhibition | RmlCD inh 1536
COCc1[nH][nH]c(=O)c1C=NCC(=O)OC | -5.6% | 2
COc1cccc(NC(=O)CSc2nnc(CN3CCOCC3)n2C)c1 | 0.3% | .
CCOC(=O)c1sc(=S)n(C)c1C | 0.4% | .
CN(C)CC1(c2ccccc2)CCCC1 | 0.8% | 11

The list continues.
Compound | GlmU inhibition | RmlCD inh 1536
Fc1ccc(-c2cc(C(F)(F)F)nc(NCc3cccs3)n2)cc1 | 2.7% | -10
CCCCN1C(=O)NC(=O)C2(Cc3c(nc4c(C)cccn4c3=O)N3CCc4ccccc4C32)C1=O (configuration not stated) | . | -12
COc1ccc(CCNC(=O)C(=O)N2CCCCC2)cc1OC | 2.9% | .
CC(=O)c1ccc2noc(-c3ccc(Cl)cc3)c2c1 | 3.8% | 4
CCOC(=O)C1Cc2ccccc2CN1 (configuration not stated) | -1.8% | 14
N/C(Cn1cncn1)=N\NC(=O)C(=O)Nc1ccc(Cl)cc1Cl | -8.0% | 8
S=C(Nc1ccc(Cl)c(Cl)c1)NN1CCOCC1 | 0.1% | -10
Cc1ccc(C(=O)N/C(=C\c2cccs2)C(=O)NCCCn2ccnc2)cc1 | 0.9% | .
CCN(CC)C(=O)COc1ccc2oc(-c3ccco3)cc(=O)c2c1 | 3.4% | .
CC(=O)c1c(C)oc(C)c1CSCc1ccc(C(=O)O)o1 | 1.7% | -7
CCN(CC)CC(=O)c1c[nH]c2ccc(C)cc12 | -3.2% | 12
Cc1ccccc1OCC(O)Cn1c(NCc2ccco2)nc2c1c(=O)[nH]c(=O)n2C (configuration not stated) | 0.7% | 1
Cc1ccc(-c2cc3ncc(C#N)c(N)n3n2)cc1 | -4.2% | -7
C[C@@H](C(=O)NCc1ccccc1)[C@H]1C[C@]1(C)[C@H](NC(=O)OCc1ccccc1)c1ccccc1 | 1.2% | .
CCCCCCCCOC1OC(CO)C(O)C(O)C1NC(C)=O (configuration not stated) | 0.6% | -7
Cn1c(SCC(=O)NCc2ccco2)nnc1-c1c[nH]c2ccccc12 | -2.2% | 10
N#Cc1cc2c(nc1SCC(=O)Nc1sc3c(c1C#N)CCC3)CCCCCC2 | -1.4% | .
CC#CCc1cc2ccccc2c(=O)o1 | -3.3% | .
CCC(=O)N(Cc1cc2cccc(C)c2[nH]c1=O)c1ccccc1OC | -0.8% | -4
Nc1c(N=Nc2cccc(Cl)c2)c(=O)[nH]n1-c1ccccc1 | 1.9% | .
O=C(Cn1cc2c(n1)CCCCC2)Nc1c(F)cc(F)cc1Br | 3.0% | 6
O=C(NNC(=O)C1CCCO1)c1ccc(Cl)cc1 (configuration not stated) | 7.5% | -4
O=C(CN1C(=O)CCC1=O)c1ccc(-c2ccccc2)cc1 | -1.9% | .
COc1ccc(-n2c(SCc3ccc(C#N)cc3)nnc2-c2ccccn2)cc1 | -2.5% | .
O=C1/C(=C/c2ccc([N+](=O)[O-])cc2)C=C(c2ccccc2)N1c1ccc(O)cc1 | 1.8% | .
O=c1c2ccccc2nc(-c2ccccc2)n1-c1nccs1 | -2.8% | -7
CN(C)/C=C/C(=O)c1cccc(Oc2ncccn2)c1 | -1.6% | -11
CCOC(=O)c1c(NC(=O)c2nn(CC)cc2Br)sc(C)c1C | 1.8% | 8
CCOc1ccccc1NC(=O)c1ccc(Cl)c(NC(=O)CC(c2ccccc2)c2ccccc2)c1 | -0.8% | .
COc1ccc(CN2CCOCC2)cc1Br | 0.8% | -8
CC(Oc1ccc(Cl)cc1Cl)c1nc(-c2ccc(NC(=O)c3ccncc3)cc2)no1 (configuration not stated) | -1.6% | 25
C/C(=N/OC(=O)c1c(-c2c(Cl)cccc2Cl)noc1C)c1cnccn1 | -2.5% | .
CCOC(=O)c1ccc(NC(=O)N2CCCCC2)cc1 | 1.7% | .
CCC(CC)C(=O)NCCNC(=O)C(CC)CC | -3.2% | -1
COc1cc(/C=C/C(=O)Nc2nc3ccc(S(=O)(=O)N(C)C)cc3s2)cc(OC)c1OC | 5.6% | -68
C[C@]12CCC(O)CC1CCC1C2CC[C@]2(C)C(c3cc(C(F)(F)F)n[nH]3)CCC12 (some centres not stated) | -1.9% | -4
N#Cc1c(N2C(=O)C3C4C=CC(C4)C3C2=O)sc2c1CCC2 (configuration not stated) | 0.7% | 10
CCn1c(SCC(=O)N/N=C/C=C/c2ccco2)nnc1-c1ccccc1 | -4.1% | 3
COc1cc(C(=O)NCC2CCCO2)cc(OC)c1OC (configuration not stated) | 6.0% | .
CC1=Nn2c(nnc2-c2ccc(F)cc2)SC1 | 7.9% | 44
O=C(C1CCN(S(=O)(=O)c2cnc[nH]2)CC1)N1CCN(Cc2ccc3c(c2)OCO3)CC1 | 0.1% | -10
CCOC(=O)C(NC(C)=O)C(=O)Nc1ccc(C(C)C)cc1 (configuration not stated) | 1.7% | 25
CC(Sc1nnnn1C)C(=O)NC(=O)NC1CCCCC1 (configuration not stated) | -1.2% | 10
Cc1nc(C(=O)Nc2ccccc2)sc1C1(C)CC(c2cccnc2)=NO1 (configuration not stated) | -2.4% | .
O=C(c1ccoc1)N1CCC2(CC1)Oc1ccc(Cl)cc1C(=O)C21CC(c2ccccc2)=NO1 (configuration not stated) | -1.1% | 9
Cc1c([N+](=O)[O-])c([N+](=O)[O-])nn1CC(=O)NCc1cccnc1 | 8.3% | 3
O=C(CSc1nnc(-c2c[nH]c3ccccc23)o1)N1CCCCC1 | -6.5% | 4
CCC(=O)Nc1cccc(NC(C)=O)c1 | . | 5
O=C(Nc1ccc(N2CCCCC2)c(Cl)c1)c1ccc(N2CCOCC2)c([N+](=O)[O-])c1 | -5.9% | 7
CCCCC(=O)Nc1ccc(C(=O)N2CCC(C(=O)OCC)CC2)cc1 | 2.2% | 13
O=C(CCNS(=O)(=O)c1ccc(Br)s1)NCc1ccccc1 | -2.8% | -10
Cc1ncc(S(=O)(=O)C(C)(C)C)c(N)n1 | 1.6% | -7
CCN(CC)C(=O)Oc1ccccc1NC(C)=O | 2.6% | .
Cc1ccc(S(=O)(=O)Cn2cnnn2)cc1 | -1.4% | .
O=C(c1ccc(Cl)nc1)c1cccs1 | -2.7% | 11
COc1ccc(C(=O)C2CCCN(C(=O)c3noc4c3CCCC4)C2)c(C)c1 (configuration not stated) | 0.9% | 1
CCc1ccc(-c2cc(C(=O)Nc3c(C)n(C)n(-c4ccccc4)c3=O)c3ccccc3n2)s1 | 4.4% | 3
CCN(CC)P(=O)(Nc1ccccc1Br)c1ccc(N(C)C)cc1NC(=O)c1ccco1 (configuration not stated) | 4.7% | 4
Nc1cccc(C(=O)Nc2ccc(N)cc2Cl)c1 | 2.0% | 0
CCCCN(CC)CCNS(=O)(=O)c1ccc2c(c1)oc(=O)n2C | 0.3% | .

Full records, looked up by structure. Screens in order: GlmU inhibition	RmlCD inh 1536
`O=C(CSc1nnc(-c2c[nH]c3ccccc23)o1)N1CCCCC1` is listed with -6.5%	4
`O=C(Nc1ccc(N2CCCCC2)c(Cl)c1)c1ccc(N2CCOCC2)c([N+](=O)[O-])c1` is listed with -5.9%	7
`CCC(=O)Nc1cccc(NC(C)=O)c1` is listed with .	5
`CCN(CC)P(=O)(Nc1ccccc1Br)c1ccc(N(C)C)cc1NC(=O)c1ccco1` (configuration not stated) is listed with 4.7%	4

An excerpt, so the mix of outcomes need not match the whole.
